Screens from PubChem BioAssay.
D1 ag = Allosteric Agonists of the Human D1 Dopamine Receptor: qHTS; D(1A) dopamine receptor (Homo sapiens), P21728; HEK293 T-REx D1 cells, calcium flux, agonist mode; activation, % at 2 µM; 360,000 tested, 1% active; AID 504660, 2011; in the data active means activation above about 30%; further: 0% is about no effect
Target sequence (P21728 whole entry, looked up): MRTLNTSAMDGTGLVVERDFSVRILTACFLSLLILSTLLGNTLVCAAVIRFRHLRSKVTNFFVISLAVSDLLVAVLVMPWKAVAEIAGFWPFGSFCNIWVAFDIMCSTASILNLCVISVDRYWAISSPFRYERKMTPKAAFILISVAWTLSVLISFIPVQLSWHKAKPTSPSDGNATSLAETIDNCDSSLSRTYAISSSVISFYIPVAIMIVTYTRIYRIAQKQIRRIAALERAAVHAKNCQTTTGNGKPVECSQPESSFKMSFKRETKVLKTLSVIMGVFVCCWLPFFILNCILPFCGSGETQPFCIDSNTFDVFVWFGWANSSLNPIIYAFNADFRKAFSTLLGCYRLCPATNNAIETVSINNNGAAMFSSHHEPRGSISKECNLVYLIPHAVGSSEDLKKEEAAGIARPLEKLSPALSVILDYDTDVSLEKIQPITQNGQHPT
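Inducible HEK293 T-REx D1 cells, force-coupled to calcium signalling, were plated at 4000 cells/well with tetracycline and held overnight at 30 C. After no-wash calcium dye loading, compound-evoked calcium rise over 180 s flagged agonists.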
Vif-A3G inh = qHTS for Inhibitors of Vif-A3G Interactions: qHTS. 410,000 tested, 0.076% active. DNA dC->dU-editing enzyme APOBEC-3G (Homo sapiens), Q9HC16. Potency, µM (doses to about 46.1 µM), for inactives: at the top dose activity, negative = active, actives largely listed as inhibitors. HeLa A3G-eYFP + Vif (tagged APOBEC3G with the HIV-1 protein that degrades it), YFP fluorescence, overnight;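 further: potency means the concentration at half of the fitted maximal effect; on the % scale 0 is the no-effect control and ±100 the full control effect; nearly all actives have a fitted effect of over 60% in size; hits raise eYFP signal because A3G escapes Vif-driven loss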
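HeLa cells stably expressing Vif and C-terminally eYFP-tagged A3G, seeded overnight at 37 deg C, then exposed to compound by pintool overnight at 37 deg C. Rise in yellow fluorescence (Ex 488/Em 500-530, Acumen) marks blocked Vif-driven A3G degradation.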
D1 potentiator = Potentiators of Human D1 Dopamine Receptor: qHTS; HEK293 TREx D1 cells, calcium flux, dopamine EC20 potentiation; 360,000 tested, 0.036% active; potentiation, % at 10 µM; AID 504651, 2011; in the data active means potentiation above about 30%; further: 0% is about no effect
Glioma ERSR ind = qHTS for Inducers of the Endoplasmic Reticulum Stress Response (ERSR) in Human Glioma: qHTS; U87-MG GRP78 promoter luciferase reporter, 16 h; Potency, µM, without a hit: at the top dose activation, most hits filed as activators; 420,000 tested, 0.02% active; AID 602332, 2012; further: potency means the concentration at half of the fitted maximal effect; series mostly up to about 76 µM; % of control where 0% means no effect; nearly all actives have a fitted effect of over 35% in size
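Stably transfected U87-MG human glioma cells carrying a GRP78-based luminescent sensor were seeded at 1000 cells/well, pin-dosed with compounds and incubated 16 h. Luciferase reagent was then added, and end-point luminescence was read after 10 min at room temperature.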
D1 antag = Antagonist of Human D 1 Dopamine Receptor: qHTS. D(1A) dopamine receptor (Homo sapiens), P21728. HEK293 TREx D1 cells, calcium flux, dopamine EC80; stronger effect = lower value. activity change, negative = inhibition, % at 10 µM. 360,000 tested, 3.2% active; in the data active means activity change below about -30%; further: on the % scale 0 is the no-effect control and ±100 the full control effect
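Compound effects on dopamine-evoked calcium signalling were measured in tetracycline-induced HEK293 Trex D1 cells. Dopamine at EC80 followed a 180 s compound pre-read, and fluorescence was tracked kinetically for 180 s more.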
D2 potentiator = HTS Assay for Positive Allosteric Modulators of the Human D2 Dopamine Receptor: Primary Screen for Potentiators | potentiation, % at 10 µM | HEK293 T-REx D2, calcium flux, EC20 dopamine potentiation | 340,000 tested, 0.34% active | D(2) dopamine receptor (Homo sapiens), P14416;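 active means potentiation over 3 SD above the plate norm, cut at about 30% in these data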; further: 0% is about no effect
Target sequence (P14416 whole entry, looked up): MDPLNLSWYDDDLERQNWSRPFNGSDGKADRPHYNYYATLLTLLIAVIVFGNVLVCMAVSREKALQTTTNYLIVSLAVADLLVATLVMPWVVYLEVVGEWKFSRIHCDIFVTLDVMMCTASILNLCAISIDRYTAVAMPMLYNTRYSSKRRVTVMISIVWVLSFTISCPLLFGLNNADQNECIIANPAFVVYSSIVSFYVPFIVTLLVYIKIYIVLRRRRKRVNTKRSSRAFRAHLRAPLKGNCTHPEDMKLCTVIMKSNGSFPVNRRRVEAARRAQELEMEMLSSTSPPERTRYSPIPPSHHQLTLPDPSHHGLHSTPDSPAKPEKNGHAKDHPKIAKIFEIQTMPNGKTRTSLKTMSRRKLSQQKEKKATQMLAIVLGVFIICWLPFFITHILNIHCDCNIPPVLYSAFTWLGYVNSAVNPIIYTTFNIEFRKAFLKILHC
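Primary screen. Calcium kinetics in induced HEK293 T-REx D2 cells: compound pre-addition 180 s, EC20 dopamine, 180 s more.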
LDHA block = qHTS assay for inhibitors of human lactate dehydrogenase; 480,000 tested, 0.15% active; activity change, % (values are at about 110 or 230 µM); L-lactate dehydrogenase A chain (Homo sapiens), P00338; purified LDHA, NADH/diaphorase-resazurin fluorescence; stronger effect = lower value; in the data active means activity change below about -30%; inconclusive means mostly about -25% to -30%;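 further: plate controls were DMSO wells for no effect and wells without enzyme for full effect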
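Remaining NADH was detected by diaphorase (0.133 mg/mL) converting 37 µM resazurin to fluorescent resorufin, read at 0 and 20 minutes. The preceding 5-minute room-temperature reaction used 2 nM LDHA, 0.2 mM sodium pyruvate and 0.06 mM NADH at pH 7.4.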
RXFP1 ag = qHTS Assay for Agonists of the Relaxin Receptor RXFP1. HEK293T-RXFP1 cAMP TR-FRET, 30 min; response scale: percent of porcine relaxin response, buffer zero. Potency, µM (top dose mostly 57.5 µM), inactives show at the top dose activation, usual class: activators. 370,000 tested, 0.3% active. AID 2676, 2010; further: potency means the concentration at half of the fitted maximal effect; on the % scale 0 is the no-effect control and ±100 the full control effect; nearly all actives have a fitted effect of over 60% in size; many of its hits are not listed in these tables
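cAMP rise read by TR-FRET after 30 min, 37C compound exposure (up to 58 uM) in RXFP1-transfected HEK293 cells with Ro 20174 present. EC50 from Hill-equation fits, with 29 nM porcine relaxin as 100% and buffer as basal.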
Vif-APOBEC3F blk = qHTS for Inhibitors of Vif-A3F Interactions: qHTS | 390,000 tested, 0.2% active | HeLa A3F-eYFP + Vif (tagged APOBEC3F with the HIV-1 protein that degrades it), YFP fluorescence increase | AID 602313, 2012 | Potency, µM (top dose mostly 46.1 µM), for the others: top-dose activity, negative = active; further: potency means the concentration at half of the fitted maximal effect; % of control where 0% means no effect; nearly all actives have a fitted effect of over 65% in size
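HeLa cells stably expressing A3F-eYFP plus Vif, plated and incubated overnight at 37 deg C, then exposed to compounds overnight at 37 deg C. Blocked degradation read as raised yellow fluorescence (Ex 488/Em 500-530).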
* marks the source's active call; other numbers are inactive results; u = inconclusive; x = no result given; & = joins results of further samples. Unless noted, the call rests on the fitted dose curve; in most records, active means well fitted curve in the direction sought with a large enough effect; inconclusive means small, poorly fitted or top-dose-only effect, or another doubt; inactive means no such curve, though single readings can be large; an effect the other way counts as inactive or inconclusive. This is a subset (hit frequency here may not be typical).

SMILES | D1 ag | Vif-A3G inh | D1 potentiator | Glioma ERSR ind | D1 antag | D2 potentiator | LDHA block | RXFP1 ag | Vif-APOBEC3F blk
COc1ccc(OC)c(NS(=O)(=O)c2ccc(SC)cc2)c1 | 3 | u | -5 | -6% | -20 | 0 | -4 | 1.6% | -3%
O=C(CSc1n[nH]c(=O)[nH]c1=O)Nc1cccc(S(=O)(=O)N2CCOCC2)c1 | 2 | 2% | -6 | -4% | 16 | x | -10 | 16% | -5%
CCOC(=O)c1cccc(NC(=O)CSc2nnnn2C)c1 | 0 | -1% | -4 | -7% | 33 | 1 | -9 | 1.2% | 0%
CC1=CS(=O)(=O)CC1SC(=S)N(C)C1CCS(=O)(=O)C1 (configuration not stated) | -4 | 0% | 0 | 0% | 13 | 2 | 1 | -0.1% | 0%
CNC(=O)C[C@H]1C(=O)N(c2ccccc2)C[C@@H]1C | x | 1% | x | -1% | x | x | 0 | x | -7%
COc1ccc(NC(=O)NNC(=O)c2ccc3ccccc3c2O)c(OC)c1 | 5 | 2% | 0 | -1% | 0 | -6 | 4 | 16% | 0%
N#CC1=C(N)OC2=C(CCC/C2=C/c2ccoc2)C1c1ccoc1 (configuration not stated) | 10 | x | 1 | x | 3 | 5 | x | -0.4% | x
N#Cc1cc(-c2cccc(Cl)c2)c[nH]c1=O | 2 | 2% | -5 | 0% | -1 | -2 | -2 | 0.9% | 3%
CN(C)C1C(=O)c2ccccc2C1=O | 1 | 2% | -8 | -1% | -12 | 15 | -3 | -0.6% | -12%
Clc1ccc(CSc2nnc(NC3=NCCCCC3)s2)cc1 | 3 | -5% | -8 | -1% | -12 | x | -4 | -0.1% | -6%
CC(C)C(c1nnnn1C1CCCC1)N1CCC(C(N)=O)CC1 (configuration not stated) | 2 | -9% | -1 | 4% | -6 | -6 | 1 | -3.1% | -3%
Cc1ccccc1-c1noc(-c2ccc(NC3CCCC3)c([N+](=O)[O-])c2)n1 | 1 | 6% | -3 | -5% | 3 | 0 | 0 | 5.8% | -11%
CCC(NC(=O)COc1cc2c(c3oc(=O)c(C)c(C)c13)CCC(C)(C)O2)C(=O)O (configuration not stated) | 2 | 2% | 4 | -5% | 10 | 5 | -1 | 11% | -1%
Cc1[nH]c(C(=O)N/N=C/c2ccc(N(C)C)cc2)c(C)c1C(=O)N/N=C/c1ccc(N(C)C)cc1 | 1 | -6% | 1 | 0% | 2 | 4 | 0 | 0.1% | 10%
CCN1CCN(c2nc3ccccc3nc2C(C#N)S(=O)(=O)c2ccc(C)cc2)CC1 (configuration not stated) | 0 | 1% | 1 | -3% | 3 | -5 | -3 | -0.2% | -17%
Cc1nc2nc(SCC(=O)NC3CCC(C)CC3)nn2c(C)c1Cc1ccccc1 (configuration not stated) | -4 | -3% | 0 | 4% | -13 | 10 | 3 | 0.3% | -3%
O=C(/C(C=Nc1ccc(F)cc1)=C(/O)c1ccco1)C(F)(F)F | 1 | u | -7 | -8% | 6 | 5 | 3 | 0.0% | -11%
Cc1ccn(CC(C)C(=O)O)n1 (configuration not stated) | 4 | 1% | -3 | 1% | -6 | -14 | -3 | -4.5% | 4%
CCOc1nc(C#N)nc(N2CCCCC2)n1 | -2 | -9%&-2% | 1 | -6%&-1% | -8 | 13 | -8&0 | -0.9% | 2%
COc1ccc(CCCc2nnc(SCC(=O)Nc3cc(C)ccc3C)o2)cc1 | 0&9 | 1%&-1% | 0&-6 | -1%&-2% | 5&-14 | -6&-17 | 2&-5&-2 | 4.2%&1.2% | 0%&2%
O=C(O)COc1ccc2c(-c3ccccc3)cc(=O)oc2c1 | 2 | 2% | 4 | 1% | 8 | -8 | -8 | -0.4% | -10%
COc1ccc(Cc2nc3ccc(C(=O)N4CCCN(C=O)CC4)cc3o2)cc1 | 2 | 1% | -7 | 0% | 12 | 11 | -3 | 0.0% | -5%
Cc1cccc(C)c1N1CCN(C(=O)c2ccc3c(c2)OCO3)CC1 | 8 | -8% | -1 | -4% | -11 | 3 | -4 | -0.5% | -28%
Cc1ccc(S(=O)(=O)NCCC(=O)N2CCN(c3ccccc3)CC2)cc1C | x | -1% | x | 1% | x | x | -4 | x | 5%
CC1CC(=O)Nc2ccccc2N1S(=O)(=O)c1cccc(F)c1 (configuration not stated) | 2 | -4% | 0 | 1% | -11 | -3 | -2 | 4.0% | -3%

(cont.)
SMILES | D1 ag | Vif-A3G inh | D1 potentiator | Glioma ERSR ind | D1 antag | D2 potentiator | LDHA block | RXFP1 ag | Vif-APOBEC3F blk
Cc1ccc(S(=O)(=O)NNC(=O)c2sc(NS(=O)(=O)c3ccccc3)nc2C)cc1 | 4 | -1% | -7 | -5% | 4 | 11 | 16 | 0.8% | 1%
COc1c(C)cc(Br)cc1C(=O)Nc1ccccc1N1CCN(C(=O)c2ccccc2)CC1 | 3 | 0% | -2 | -4% | 2 | -5 | -8 | 0.5% | 10%
COc1ccc(CCn2c(C)cc(C(=O)CN3C(=O)C(=O)N(Cc4ccco4)C3=O)c2C)cc1 | 2 | -18% | -3 | -3% | 1 | -11 | 0 | 1.8% | 0%
O=C(NCc1ccccc1)C1CCC(=O)N(CCN2CCOCC2)C1 (configuration not stated) | 2 | 3% | -1 | -2% | 9 | 7 | -1 | 3.7% | -10%
CC(C)N(C(=O)NC(=O)Nc1ccc(S(=O)(=O)N2CCCC2)cc1)S(C)(=O)=O | -3 | 0% | 0 | -4% | -8 | 8 | -3 | -0.5% | 0%
COC(=O)CC1(c2ccccc2)C(=O)c2ccccc2C1=O | 0 | -8% | -4 | 2% | -6 | 8 | -6 | -0.3% | -8%
O=C(NCc1ccccc1)c1ccc(NC(=O)N2CC3CCCN3c3ccccc32)cc1 (configuration not stated) | -1 | -1% | -1 | -3% | -4 | -19 | 7 | -1.0% | -3%
CC(C)Oc1ccc(C(CC(=O)O)Cc2ccccc2)cc1 (configuration not stated) | 3 | -13% | -1 | -2% | -5 | 12 | -3 | -0.1% | -5%
CC(C)Sc1nnc([C@H](C)NC(=O)OC(C)(C)C)o1 | 2 | -4% | -3 | -3% | -12 | 15 | -5 | 0.8% | 0%
CCC(C)NC(=O)c1ccccc1NC(=O)CN(c1cc(C)ccc1OC)S(C)(=O)=O (configuration not stated) | 1 | 11% | 11 | -2% | 20 | 2 | -2 | -3.4% | 1%
C/C(=C\C(=O)c1ccccc1)NCc1ccc(F)cc1 | 7 | -9% | -3 | 7% | -20 | 1 | 0 | 4.4% | 3%
COC(=O)C1=C(C)OC(N)=C(C#N)C1c1cc(OC)ccc1OC (configuration not stated) | x | -10% | x | -2% | x | x | -7 | 0.7% | 1%
CC(=O)N1CCc2cc(S(=O)(=O)CCC(=O)Nc3ccccc3F)ccc21 | 0 | 0% | -5 | -4% | 0 | 4 | -1 | -4.4% | 10%
COc1ccc2nc(Nc3nc(C)c(CCC(C)C)c(=O)[nH]3)nc(C)c2c1 | 1 | 2% | -3 | -1% | -11 | -6 | -10&-7 | 0.0% | -2%
Cc1cc(C)nc(NC(N)=NC2CCCCC2)n1 | 1 | -1% | -7 | -3% | 8 | -7 | -7 | -0.4% | -1%
Cc1ccc(C2c3sc(=O)[nH]c3SC3C(=O)NC(=O)C32)cc1 (configuration not stated) | -1 | -2% | 0 | -4% | 19 | 2 | -1 | -0.1% | -5%
Cc1ccc(N(CC(=O)NCc2ccco2)C(=O)CNS(=O)(=O)c2ccccc2)c(C)c1 | 4 | 0% | -2 | -6% | 0 | 2 | -7 | -1.7% | 1%
COc1ccc(OC)c(N(CCN2C(=O)c3ccccc3C2=O)C(=O)C2CCC(=O)C2C)c1 (configuration not stated) | x | 1% | x | -5% | x | x | 4 | x | 1%
O=C(CCS(=O)(=O)c1nc(-c2ccc3c(c2)OCO3)cc(C(F)(F)F)n1)Nc1ccc(F)cc1F | 4 | -22% | -1 | u | 0 | -10 | 10 | 7.4% | 8%
Cc1ccc(Cl)cc1N(CC(=O)NC1CCCC1)C(=O)c1csnn1 | 3 | -1% | -15 | -4% | 2 | 13 | -5 | 1.6% | 15%
Cc1cc(C)c(C)c(S(=O)(=O)NC2CCN(Cc3ccccc3)CC2)c1C | 7 | -1% | 10 | -2% | -8 | 3 | -8 | 1.6% | 4%
COc1ccc(C)cc1NC(=O)C1CCCN1S(=O)(=O)c1ccc2c(c1)CCC(=O)N2 (configuration not stated) | 2 | 1% | -6 | 0% | -10 | -3 | 9 | 3.4% | -2%
O=C(COC(=O)/C=C/c1ccccc1[N+](=O)[O-])NC1CCS(=O)(=O)C1 (configuration not stated) | 0 | -1% | -6 | -8% | -7 | 5 | -5 | -0.9% | 2%
N/C(COc1ccc(C(=O)O)cc1)=N\O | 2 | 1% | 3 | -3% | -2 | -3 | -3 | -0.7% | 7%
O=C(CCN1C(=O)COc2ccccc21)NCCN1CCc2ccccc2C1 | 2 | 1% | -2 | -4% | 7 | -4 | 6 | 1.4% | -4%
CC(CCc1ccccn1)(CCc1ccccn1)C(=O)c1ccccc1 | x | 4% | x | -3% | x | x | -7 | x | -4%

Three compounds from above, limited to D1 potentiator, LDHA block and Glioma ERSR ind:
mol	D1 potentiator	LDHA block	Glioma ERSR ind
C/C(=C\C(=O)c1ccccc1)NCc1ccc(F)cc1	-3	0	7%
Cc1ccccc1-c1noc(-c2ccc(NC3CCCC3)c([N+](=O)[O-])c2)n1	-3	0	-5%
CCC(C)NC(=O)c1ccccc1NC(=O)CN(c1cc(C)ccc1OC)S(C)(=O)=O (configuration not stated)	11	-2	-2%
